aDG glyco up: increases alpha dystroglycan glycosylation. Pro5-aDG cells, alpha-DG glycosylation AlphaScreen (IIH6); 0% Pro5, 100% B10-LARGE cell signal. 360,000 tested, 0.22% active. activation, % at 10 µM;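 active = activation of at least 8% versus controls, or a plate z-score of at least 8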;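 note: Pro5 are CHO cells carrying HIG-tagged alpha-DG that lacks glycosylation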
TWEAK-Fn14 inh: blocks TWEAK-Fn14 interaction in a reporter cell assay | 360,000 tested, 2% active | AID 1159606 | inhibition, % at 10 µM | TWEAK-stimulated Fn14 reporter cells, luciferase luminescence, 8 h; in the data active = inhibition above about 50%
NR2E3 ag-1: activates human NR2E3 receptor; AID 602229; Q9Y5X4; 360,000 tested, 0.35% active; CHO-S Gal4-NCOR/VP16-NR2E3 two-hybrid, luciferase; inhibition of corepressor binding, % at 3.98 µM;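 active = inhibition above the mean of all tested compounds plus 3 SD, cut at about 70% in these data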;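 note: 0% = DMSO with NR2E3 transfected cells and 100% = cells lacking NR2E3 construct; higher means lower luciferase signal from less NR2E3 corepressor binding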
Target sequence (Q9Y5X4 whole entry, looked up, the tested form may be a part): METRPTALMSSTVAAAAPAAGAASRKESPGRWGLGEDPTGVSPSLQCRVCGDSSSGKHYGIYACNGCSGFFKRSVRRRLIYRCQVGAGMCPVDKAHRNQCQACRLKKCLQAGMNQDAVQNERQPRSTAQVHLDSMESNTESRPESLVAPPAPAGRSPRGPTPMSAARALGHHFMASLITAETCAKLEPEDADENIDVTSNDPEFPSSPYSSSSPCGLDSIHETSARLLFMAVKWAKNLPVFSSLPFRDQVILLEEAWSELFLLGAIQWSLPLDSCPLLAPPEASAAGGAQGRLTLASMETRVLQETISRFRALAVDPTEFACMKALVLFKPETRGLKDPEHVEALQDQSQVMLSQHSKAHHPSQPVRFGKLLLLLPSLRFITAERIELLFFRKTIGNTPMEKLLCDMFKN
TRPM1 prom inh: MITF TRPM1 promoter inhibition in SK-MEL-5 cells | SK-MEL-5 TRPM1 promoter luciferase, 24 h | inhibition, % at 12.5 µM | 330,000 tested, 0.83% active;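 active = mean inhibition across replicates of 60% or more, whatever share of single replicates reaches that level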; note: values of inactives mirror those of a sister screen read the other way
HIF-2a block: HIF-2a inhibition | 786-0 RCC cells HIF-2a reporter, luciferase luminescence, overnight | inhibition, % at 18.8 µM | 360,000 tested, 0.72% active | AID 624352;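 active = inhibition of the luminescence signal of 40% or more relative to plate controls, in a single-dose primary screen at 18.75 µM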
Shn3 inh set2: Schnurri-3 reporter inhibition in Clone20 osteoblasts; Clone20 osteoblast Shn3 3'UTR firefly luciferase, 24 h; inhibition, % at 12.5 µM; 360,000 tested, 0.52% active; AID 588674;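 active = mean inhibition of at least 75% with every replicate also reaching 75%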;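 note: 0% = median of neutral control wells and 100% = pilot-screen positive control compound; some compounds past the cut are filed as inactive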
CF NFkB block: inhibitors of cystic fibrosis induced NF-kB; KKLEB NF-kB-GFP reporter, PAF-induced, GFP fluorescence overnight; inhibition, % at 5 µM; 360,000 tested, 0.86% active; AID 588850;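 active = at least 50% inhibition at 5 µM, scaled per plate between neutral and stimulator controls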;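 note: PAF is a Pseudomonas aeruginosa culture filtrate used as stimulus; plate controls were PAF-stimulated DMSO wells for no effect and unstimulated DMSO wells for full effect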
Peg3 prom inh: inhibitors of Peg3 promoter. HeLa PEG-Prom luciferase reporter, luminescence, overnight. inhibition, % at 20 µM. 360,000 tested, 1.7% active. AID 588405;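 active = inhibition of at least 50% at 20 µM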
NR2E3 ag-2: activates human photoreceptor nuclear receptor NR2E3; Q9Y5X4; GST-NR2E3/biotin-RetCOR TR-FRET, 1536-well; inhibition of corepressor binding, % at 4.78 µM; AID 2300; 320,000 tested, 0.12% active;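 active = percent inhibition above the cutoff of mean plus 3 SD of all tested compounds, set per screening campaign, cut at about 20% in these data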;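 note: 0% = DMSO wells and 100% = biotin wells as full block of FRET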
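Format: 1536-well format; test system: GST-NR2E3 and biotin-RetCOR proteins; read-out basis: percent inhibition of TR-FRET ratio; timing: 5 h incubation at 4 °C; detection: time-resolved FRET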
KKLEB tox: counter-screen for CF NF-kB inhibitors: cytotoxicity | KKLEB CF airway cells viability, ATPlite luminescence, overnight; stronger effect = lower value; cells stimulated with P. aeruginosa culture filtrate | activity change (cytotoxicity), % at 5 µM | 360,000 tested, 0.36% active;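 active = corrected activity change at or below -50% at 5 µM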
iPSC survival up: enhancers of human iPSC single-cell survival | hiPSC single-cell survival, ATPlite luminescence; 100% = ROCK inhibitor wells, 0% = DMSO | survival enhancement, % at 20 µM | 360,000 tested, 0.044% active | AID 602274; in the data active = survival enhancement above about 18%;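 note: cells exposed to compounds for 16 hours before the ATP read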
Starred values were filed as active, the others as inactive; x = no result given.

SMILES | aDG glyco up | TWEAK-Fn14 inh | NR2E3 ag-1 | TRPM1 prom inh | HIF-2a block | Shn3 inh set2 | CF NFkB block | Peg3 prom inh | NR2E3 ag-2 | KKLEB tox | iPSC survival up
Cc1ccc(N(CC(=O)NCCc2ccc(F)cc2)S(=O)(=O)c2ccc(Cl)c([N+](=O)[O-])c2)c(C)c1 | 0.0 | 53* | 15 | 48 | 92* | 13 | -1 | 104* | -1 | -2 | 6.9
CN(C)/C=N/c1ncc(C(=O)c2ccc(Cl)cc2)s1 | 0.0 | -12 | -44 | -28 | -150 | -45 | -6 | -126 | -2 | 13 | 1.5
CCN(CCCNC(=O)c1ccc(N2CCCC2=O)cc1)c1cccc(C)c1 | -0.1 | 13 | -9 | -1 | 6 | -7 | 8 | -10 | -6 | -4 | 1.1
CSC1=NC(=O)/C(=C\c2cccc3ccccc23)S1 | -0.1 | 25 | -26 | 11 | -28 | 16 | -9 | 56* | 0 | -2 | 1.6
N/C(=N\OC(=O)Cc1ccccc1[N+](=O)[O-])c1cccc(Br)c1 | 0.0 | -17 | 16 | 2 | -36 | x | -6 | -28 | 0 | -2 | 1.5
CCCNC(=O)C1(C)CCN(C(=O)c2ccc3sccc3c2)C1 (centres undefined) | -0.1 | -9 | -29 | x | -1 | 24 | -15 | 9 | x | 15 | 0.6
CC(=O)C1=C(C)OC(N)=C(C#N)C1c1cccc2ccccc12 (centres undefined) | -0.1 | 14 | 2 | 8 | 8 | 4 | -27 | 17 | 0 | 14 | 1.9
CCCCn1c2c(c(=O)n(C)c1=O)C(c1ccc(OC)cc1)N1CCCCCC1=N2 (centres undefined) | 0.4 | -6 | -10 | -30 | -3 | -4 | -13 | -18 | 2 | 6 | 1.3
CCOC(=O)C(=O)N1CCN(c2nc(-c3ccc(Cl)cc3)cs2)CC1 | -0.1 | 5 | -22 | 3 | 5 | -20 | -17 | -48 | 0 | 2 | 0.3
O=C(c1ccc2c(c1)OCO2)N1CCN(S(=O)(=O)c2ccc(Br)cc2Cl)CC1 | 0.5 | -12 | -33 | 2 | 14 | 5 | 20 | 1 | -2 | 5 | -3.3
CC(C)Cc1cc(CNC(=O)C2CCC(=O)N(CCc3cccc(F)c3)C2)on1 (centres undefined) | 1.7 | -1 | -6 | 3 | -9 | -7 | 4 | -6 | -7 | 6 | 0.4
CC(=O)c1ccc(NS(=O)(=O)c2c(C)cc(C)cc2C)cc1 | 0.3 | 3 | -29 | -68 | -143 | -8 | -2 | -138 | 7 | 4 | 0.3
Cc1cc(N2CCOCC2)cc(C)[n+]1[O-] | -0.4 | 11 | 23 | 8 | 11 | 11 | 8 | 5 | 0 | 9 | -2.7
O=C(N/N=C/c1coc2ccccc2c1=O)c1cc(Br)c(O)c(Br)c1 | -0.1 | 21 | -10 | -7 | -2 | 17 | 17 | 0 | x | 2 | -0.2
COc1ccc(NC(=O)/C(C#N)=C/c2ccc(OCc3ccccc3F)cc2)cc1 | -0.1 | -4 | -11 | -20 | -4 | 15 | -9 | -46 | 1 | 16 | 1.8
CN(C(=O)c1ccco1)c1nc(-c2ccc(F)cc2)cs1 | 0.1 | -6 | -94 | -76 | -345 | -31 | 0 | -394 | 6 | -11 | 0.4
O=C(N/N=C\c1ccc[nH]1)C1COc2ccccc2O1 (centres undefined) | -0.1 | 7 | -30 | -4 | 6 | -4 | 14 | 6 | 1 | -8 | 0.2
Cc1cccc(CSc2nc3[nH]ncc3c(=O)[nH]2)c1 | -0.5 | -30 | -31 | -12 | -89 | -25 | 15 | -55 | -3 | -20 | -1.8
Cc1sc2nc(CN3CCOCC3)nc(Cl)c2c1C | 0.7 | -35 | -7 | -4 | 11 | -1 | -4 | -2 | 2 | -4 | -2.4
COc1ccc(N(CC(=O)NC2CC3CCC2C3)S(=O)(=O)c2ccc(C)cc2)cc1Cl (centres undefined) | 0.0 | 13 | -27 | x | 5 | 7 | -10 | 0 | x | -8 | -1.1
O=C(OCCN1CCOCC1)C(c1ccccc1)c1ccccc1 | -0.3 | 11 | 1 | 9 | -2 | 3 | -7 | 16 | 4 | -1 | 2.0
COc1ccc(CCNC(=O)C2CC3Cn4c(nc5ccccc54)C3N2C)cc1 (centres undefined) | -0.1 | -14 | -9 | 3 | 2 | -3 | -14 | -5 | 1 | 10 | 3.7
CC1(C)CC(=O)c2cc3c(nc2C1)CC(C)(C)CC3=O | -0.4 | 2 | -23 | 8 | 5 | 20 | -8 | 13 | 6 | 2 | -1.1
O=C(CCS(=O)(=O)c1ccc(F)cc1)Nc1nnc(-c2ccc(F)cc2)o1 | 1.5 | 9 | -3 | 7 | -15 | 12 | 30 | -2 | -3 | 4 | -0.1
CCn1ncc([N+](=O)[O-])c1C(=O)NC1CCCCC1 | 0.0 | -8 | -6 | 2 | -11 | -36 | 4 | -8 | 4 | 1 | -0.1
COc1cccc(CNCCc2c[nH]c3ccccc23)c1OCc1ccc(F)cc1 | 3.0 | 23 | -12 | 49 | 9 | 38 | 0 | 105* | 4 | -6 | -5.3
COc1ccccc1N1C(=O)S/C(=C\c2ccc(C)s2)C1=O | 0.1 | -22 | -79 | -67 | -158 | -35 | 2 | -137 | 5 | -3 | 0.1
Cc1ccc(-n2ncc3c(NCCCn4ccnc4)ncnc32)c(C)c1 | 0.1 | -6 | -19 | 10 | 10 | 15 | -9 | 1 | 1 | -11 | 1.5
CC(OC(=O)CCCC(=O)Nc1ccccc1)C(=O)c1ccccc1 (centres undefined) | 0.0 | -8 | 6 | -6 | 6 | -21 | -20 | 17 | -2 | 4 | 0.1
O=C(CN1C(=O)C(=O)N(C2CCCC2)C1=O)Nc1ccc(Cl)cc1C(F)(F)F | 0.1 | 2 | -4 | -6 | 2 | 5 | 20 | 11 | -1 | -11 | 8.3
Cc1c(OC(C(=O)O)c2ccccc2)ccc2c(-c3ccccc3)cc(=O)oc12 (centres undefined) | 0.1 | 6 | 13 | 8 | 15 | -11 | 2 | 15 | 4 | -1 | -0.5
O=C(N/N=C\CCc1ccccc1)c1ccco1 | 0.0 | -2 | -113 | 4 | 14 | 1 | 3 | -4 | 0 | 12 | 0.4
O=C(CN1CCN(C(=O)c2c(F)cccc2F)CC1)Nc1ccccc1F | 0.8 | -18 | -4 | 5 | 12 | 1 | -9 | 14 | 4 | 9 | 3.5
COc1cc(/C=C/[N+](=O)[O-])ccc1OC(=O)c1cc2ccccc2oc1=O | -0.2 | 20 | 14 | 54 | 61* | 11 | 35 | 69* | 3 | -4 | -0.2
Cc1ccc(S(=O)(=O)NC(C)(C)CN2CCNCC2)cc1 | 0.8 | -12 | -12 | -5 | 6 | 21 | 4 | 3 | -1 | 3 | -0.6
Cc1ccn(CCC(=O)NC2CCCc3c2cnn3-c2cccc(C)c2C)n1 (centres undefined) | 0.1 | -3 | 15 | 15 | 9 | 7 | 11 | 3 | 1 | -6 | -0.4
COCc1cc(C)nc(SCC[N+](C)(C)CC(=O)Nc2cccc(C)c2)c1C#N | 0.1 | 4 | -1 | 7 | 19 | 5 | -14 | 10 | 2 | -2 | -0.4
CC(=O)c1ccc(CCCCc2ccc(C(C)=O)cc2)cc1 | 0.3 | 14 | -3 | -5 | -34 | -17 | 3 | 3 | x | 7 | -0.4
CC1CCN(C(=O)CC(NC(=O)c2ccccc2Cl)c2ccccc2)CC1 (centres undefined) | 0.6 | 6 | 3 | 2 | 21 | 13 | -7 | 0 | 1 | 2 | 0.4
CCC(C)NC(=O)C1=C(C)C(=O)OC12CCC(C)CC2 (centres undefined) | -0.3 | -5 | -14 | x | 11 | -12 | 7 | -4 | -4 | 0 | -0.1
COc1cc(-c2noc(C)c2/C=C/c2cccc([N+](=O)[O-])c2)cc(OC)c1OC | -0.4 | 11 | -51 | 13 | 10 | 41 | 35 | 18 | -1 | -48 | -3.7
O=C1/C(=C/c2ccccc2)CCCc2ccccc21 | 0.1 | -15 | -17 | -36 | -64 | -130 | -7 | -56 | 0 | -1 | -3.4
Cc1cc(C(=O)NNC(=O)C(C)(C)Oc2ccc(Cl)cc2)c(C)o1 | -0.1 | 1 | -2 | 3 | 14 | -16 | 6 | 13 | x | 3 | 0.1
COc1cc(C(=O)NC2CC2)cc(OC)c1OC | -0.2 | -14 | 16 | x | 5 | x | x | x | x | x | -1.9
COc1ccc(C(=O)N2CCN(c3ccc(C)c(C)c3)CC2)cc1OC | 0.2 | 2 | 4 | -9 | -17 | 5 | 3 | -9 | 3 | 0 | -1.7
FC(F)(F)c1cccc(NC(=S)Nc2ccc(Cl)cc2Cl)c1 | -0.1 | 2 | -32 | 22 | 3 | -12 | 7 | 17 | 5 | -6 | 1.8
CC(=O)Oc1ccc(-c2nc3c(C)cccc3c(=O)o2)cc1 | 0.0 | -21 | -10 | 23 | 20 | -22 | -13 | 23 | -1 | 8 | 0.6
CCC1CO/C(=C(\C(Cl)=C(Cl)Cl)[N+](=O)[O-])N1 (centres undefined) | 0.0 | -10 | 7 | 1 | 5 | -6 | -11 | 11 | 1 | -3 | -0.6
NC(=O)c1ccsc1NC(=O)COC(=O)c1cc(=O)[nH]c2ccccc12 | 0.6 | 20 | -21 | 2 | -4 | 6 | -22 | -3 | -10 | 13 | -0.1
COc1cccc(S(=O)(=O)Nc2ccc3c(c2)[C@H]2C[C@H](CC(=O)N[C@@H](C)c4ccccc4)O[C@H](CO)[C@H]2O3)c1 | 0.1 | 12 | -10 | x | 5 | 14 | -30 | -9 | x | 6 | -0.2
CN1/C(=C/C(=O)COC(=O)C2COc3ccccc3O2)C(C)(C)c2ccccc21 (centres undefined) | 0.1 | -4 | 18 | 13 | 1 | 4 | 16 | 6 | x | -3 | -0.5
CCOC(=O)c1cccc(C(=O)Nc2nc3ccc(OC)cc3s2)n1 | -0.3 | -8 | -1 | -51 | -198 | -37 | -19 | -133 | 5 | -55* | -0.7
COc1ccccc1C(=O)NC(CCSC)C(=O)OC(C)C(=O)NC1CC1 (centres undefined) | -0.4 | -5 | -12 | -8 | -3 | 13 | 2 | 0 | 1 | -17 | -0.1
Cc1ccccc1N1CCN(C(=O)c2cc(-c3ccccc3)nc3c2cnn3C(C)C)CC1 | -0.1 | 6 | -16 | x | 1 | -13 | -17 | -3 | x | -11 | -2.2

A different layout for part of the listing above:
structure	aDG glyco up	TWEAK-Fn14 inh	NR2E3 ag-1	TRPM1 prom inh	HIF-2a block	Shn3 inh set2	CF NFkB block	Peg3 prom inh	NR2E3 ag-2	KKLEB tox	iPSC survival up
COc1ccc(C(=O)N2CCN(c3ccc(C)c(C)c3)CC2)cc1OC	0.2	2	4	-9	-17	5	3	-9	3	0	-1.7
CC(=O)Oc1ccc(-c2nc3c(C)cccc3c(=O)o2)cc1	0.0	-21	-10	23	20	-22	-13	23	-1	8	0.6
FC(F)(F)c1cccc(NC(=S)Nc2ccc(Cl)cc2Cl)c1	-0.1	2	-32	22	3	-12	7	17	5	-6	1.8
Cc1ccccc1N1CCN(C(=O)c2cc(-c3ccccc3)nc3c2cnn3C(C)C)CC1	-0.1	6	-16	x	1	-13	-17	-3	x	-11	-2.2

Screening results deposited in PubChem by several laboratories.
